P. falciparum M1AAP: malaria alanyl aminopeptidase activity blockers – biochemical, fluorogenic H-Leu-NHMec substrate, 1536-well (AID 1445). 220,000 tested, 0.42% active. recombinant M1AAP, H-Leu-NHMec fluorogenic kinetic assay; higher % means a stronger effect. inhibition, % at 30 µM, or IC50 in µM where a hit was titrated;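 active = primary inhibition above the hit cutoff, then over 50% inhibition at one or more dose response concentrations, cut at about 23% in these data, passing the limit was not always enough; inconclusive = conflicting primary data, or primary hits not chosen for dose response; inactive = low primary inhibition, or under 50% at every dose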;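 also: plate controls were DMSO full reaction for no effect and no enzyme background for full effect; strong numbers were not always called active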
SIAH1 antagonists: Siah-1 peptide-binding antagonists, primary screen, biochemical, fluorescence polarization, rhodamine-plectin, uHTS (AID 1817). Siah-1 / rhodamine-plectin peptide fluorescence polarization; higher % means a stronger effect. displacement, % at 20 µM, or IC50 in µM where a hit was titrated. 290,000 tested, 0.02% active;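 active = displacement of at least 50% at 20 µM, with a fluorescence ratio check between 0.3 and a set limit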;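 also: plate controls were Siah plus tracer with DMSO for no effect and tracer alone without Siah for full effect; strong numbers were not always called active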
ER stress rescue: protection against thapsigargin-triggered cell killing – 384-well, CSM14.1, ATP luminescence, primary screen (AID 1222); one-dose cellular ATP content (survival), % at 20 µM; EC50 in µM for titrated hits; 190,000 tested, under 10 active; CSM14.1 thapsigargin-induced death rescue, ATP luminescence; higher % means a stronger effect;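 active = EC50 below 50 µM in the dose-response confirmation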;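 also: death triggered by thapsigargin at about 15 µM added after 2 h compound pretreatment; cell ATP read after overnight thapsigargin exposure of roughly 18 to 22 hours; normalized against plate controls of thapsigargin alone and 5% DMSO vehicle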
Yfh1-depleted yeast: mitochondrial function rescue without frataxin homolog – Friedreich's ataxia, plus single-dose screen, dose response (AID 1465). one-dose fold induction at 50 µM; EC50 in µM for titrated hits. S. cerevisiae Yfh1-off respiration, WST-1 reduction, 72 h; higher fold induction means a stronger effect. 220,000 tested, 0.074% active;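 active = fold induction of absorbance versus untreated yeast above a set limit, then at least 30% activation at any dose in follow-up; inconclusive = repeats straddling the limit, or above it without dose testing; inactive = fold induction below the set limit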;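 also: activators that raise dye reduction in frataxin-depleted yeast; strong numbers were not always called active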
PhoP inhibition: PhoP-dependent GFP reporter repression – Salmonella Typhimurium, primary screen (AID 1863) | S. Typhimurium PhoP-regulated promoter GFP reporter, 4 h; higher % means a stronger effect | one-dose inhibition, % at 50 µM; IC50 in µM for titrated hits | 300,000 tested, 0.16% active;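 active = inhibition over 29.93%, a cutoff 3 SD above the screen mean, later confirmed by dose response; inconclusive = inhibition over 29.93% but no dose response follow-up; inactive = inhibition at most 29.93% or unconfirmed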;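 also: 0% = low Mg2+ inducing control and 100% = high Mg2+ repressing control; strong numbers were not always called active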
P. falciparum M17LAP: P. falciparum M17LAP inhibitors, primary screen, biochemical, fluorogenic H-Leu-NHMec substrate, 1536-well (AID 1619). recombinant M17LAP, H-Leu-NHMec fluorogenic kinetic assay; higher % means a stronger effect. inhibition, % at 30 µM, or IC50 in µM where a hit was titrated. 220,000 tested, 0.38% active;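 active = compound inhibiting the enzyme by more than half at any dose during confirmatory dose-response retesting; inconclusive = strong single-dose inhibitors picked by rank but not retested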;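 also: plate controls were full reaction with DMSO carrier for no effect and no enzyme background for full effect; strong numbers were not always called active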
PMI inhibition: MPI inhibition at elevated mannose 6-phosphate – biochemical, fluorescence intensity, high mannose 6-phosphate, primary screen (AID 1220) | recombinant PMI enzyme, coupled fluorescence intensity; higher % means a stronger effect | inhibition, % at 20 µM; hits with a dose series show IC50 in µM | 190,000 tested, 0.66% active; in the data active = inhibition above about 50%
XIAP antagonists: small molecules displacing peptide from XIAP – biochemical, IAP family, fluorescence polarization (AID 1018). displacement, % at 20 µM, or IC50 in µM where a hit was titrated. XIAP BIR domain, fluorescence polarization peptide displacement; higher % means a stronger effect. 200,000 tested, 0.007% active; in the data active = displacement above about 50%; also: a part of the inactive calls stands beside numbers as strong as those of hits
West Nile virus CPE: West Nile virus antiviral activity, cell-based, CPE readout (AID 1621); West Nile virus-infected cells, CPE inhibition; higher % means a stronger effect; CPE inhibition, % at 10 µM; hits with a dose series show IC50 in µM; 290,000 tested, 0.02% active; in the data active = a potency from the dose series; inconclusive = CPE inhibition mostly from about 3.7% at the one dose, without a potency; inactive = the rest, 99 in 100 with CPE inhibition below about 2.2%; also: strong numbers were not always called active
* marks the source's active call; other numbers are inactive results; i = inactive; ? = inconclusive; . = no result given.

SMILES	P. falciparum M1AAP	SIAH1 antagonists	ER stress rescue	Yfh1-depleted yeast	PhoP inhibition	P. falciparum M17LAP	PMI inhibition	XIAP antagonists	West Nile virus CPE
CC1CCc2c(C(=O)Nc3ccc(N4CCOCC4)cc3)csc2C1 (stereo unspecified)	4%	-3%	-0.2%	i	-10%	-4%	11%	-4.9%	-1.4%
CCOc1cc2[nH]c(=S)n(CCC(=O)NCc3ccco3)c(=O)c2cc1OCC	1%	12%	-0.7%	i	9%	-1%	11%	-15%	-0.5%
CC(C)(C)NC(=O)/C(=C\c1cccnc1)NC(=O)c1ccco1	2%	-3%	-0.5%	i	5%	-5%	3%	-2.8%	0.0%
c1ccc2c(c1)oc1c(NCCN3CCOCC3)ncnc12	-5%	4%	-0.9%	i	18%	8%	-9%	-2.6%	-0.2%
O=C(N/N=C/c1cccnc1)c1ccccc1NS(=O)(=O)c1cccs1	4%	-2%	-0.2%	i	3%	2%	8%	-6.5%	0.4%
Oc1ccc(/C=N/NC2=NCCCCC2)c(O)c1	7%	4%	-1.8%	i	43%	13%	3%	-7.5%	0.7%
Cc1cccnc1NC(=O)Nc1cccc(C(F)(F)F)c1	5%	2%	-1.6%	i	-1%	7%	3%	-5.1%	-0.2%
O=C(NNC(=O)c1ccc(SCC2CCCO2)c([N+](=O)[O-])c1)c1ccc(Cl)c([N+](=O)[O-])c1 (stereo unspecified)	14%	-7%	-0.4%	i	-7%	17%	-9%	-14%	-1.1%
CCC(C)Sc1nc2c(c(=O)[nH]c(=O)n2C)n1C (stereo unspecified)	-5%	-1%	1.6%	i	3%	5%	3%	-2.5%	0.2%
O=C(N(c1ccccn1)c1ccccn1)C12CC3CC(CC(Cl)(C3)C1)C2	3%	-6%	-0.6%	i	5%	17%	4%	-4.7%	0.3%
CCOc1cc(S(=O)(=O)NC2CCCCC2)ccc1F	-4%	2%	-1.0%	i	10%	4%	1%	-2.6%	-1.0%
Nc1nnc(SCC(=O)OCC(=O)c2ccccc2Br)s1	12%	16%	-5.5%	i	4%	12%	-12%	-3.9%	1.4%
CCN(CC)C(=O)c1cc(Cl)ccn1	3%	-3%	.	i	-5%	4%	10%	-8.1%	-0.2%
N/C(=N\OC(=O)COc1ccc2ccccc2c1)c1ccncc1	3%	2%	-1.0%	i	1%	-1%	12%	-5.3%	-1.6%
COCCn1c(SCc2nc3cc(OC)c(OC)cc3c(=O)[nH]2)nnc1-c1ccncc1	-8%	2%	1.1%	i	-3%	2%	2%	-0.3%	0.7%
O=C(CSc1nccn1-c1ccccc1)NO	5%	11%	.	i	1%	16%	8%	2.0%	1.8%
Cc1ccc(C(=O)C(C)OC(=O)c2ccccc2[N+](=O)[O-])cc1 (stereo unspecified)	5%	7%	0.5%	i	2%	-2%	11%	-8.7%	0.1%
CN(CCC1CCCCO1)C(=O)CCc1nnc(C2CCCCC2)o1 (stereo unspecified)	-7%	0%	-1.1%	i	-6%	-8%	2%	-2.6%	-0.8%
CC(=O)OCC(=O)c1ccc2ccn(C(C)=O)c2c1	-1%	3%	-2.9%	i	16%	-15%	6%	0.2%	0.5%
Cc1ccc(N2C(=O)N(CC(=O)NCc3ccc(Cl)cc3)C(=O)C2C)cc1 (stereo unspecified)	19%	8%	-0.5%	i	-7%	6%	-1%	2.5%	-1.4%
CC(C)(C)c1ccc(NC(=O)CC2(C(F)(F)F)OCCO2)cc1	6%	0%	-1.5%	i	-3%	14%	-1%	-4.1%	-0.6%
CC(C(=O)Nc1ccccc1-c1ccccc1)N(C)Cc1nc2ccccc2c(=O)[nH]1 (stereo unspecified)	-7%	4%	-0.9%	i	-6%	-4%	-6%	-3.8%	-0.9%
CCS(=O)(=O)Nc1ccc(-c2nnc(SCC(=O)c3cccc(OC)c3)o2)cc1	2%	3%	-1.9%	i	0%	1%	-10%	-3.5%	0.0%
Cc1cnc(Nc2nc3ccccc3o2)nc1C(=O)Nc1cccc(C(F)(F)F)c1	-1%	9%	-1.5%	i	0%	-4%	-1%	2.4%	-0.2%
O=C(COc1ccccc1)NCC(=O)N/N=C/c1ccc(O)cc1O	?	-6%	.	i	9%	5%	.	.	0.1%

Rewritten as comma-separated lines: 2 of the compounds above
canonical_smiles,P. falciparum M1AAP,SIAH1 antagonists,ER stress rescue,Yfh1-depleted yeast,PhoP inhibition,P. falciparum M17LAP,PMI inhibition,XIAP antagonists,West Nile virus CPE
Cc1cnc(Nc2nc3ccccc3o2)nc1C(=O)Nc1cccc(C(F)(F)F)c1,-1%,9%,-1.5%,i,0%,-4%,-1%,2.4%,-0.2%
O=C(COc1ccccc1)NCC(=O)N/N=C/c1ccc(O)cc1O,?,-6%,.,i,9%,5%,.,.,0.1%

(cont.)
SMILES	P. falciparum M1AAP	SIAH1 antagonists	ER stress rescue	Yfh1-depleted yeast	PhoP inhibition	P. falciparum M17LAP	PMI inhibition	XIAP antagonists	West Nile virus CPE
Cc1nn(C)c(C)c1S(=O)(=O)N1CCCC(C(=O)NCCc2ccc(Cl)cc2)C1 (stereo unspecified)	5%	0%	-3.2%	i	-7%	4%	16%	-9.1%	0.5%
CC(NC(=O)CCn1c(=S)[nH]c2ccsc2c1=O)c1ccccc1 (stereo unspecified)	4%	0%	-6.8%	i	0%	12%	4%	-13%	0.1%
COC(=O)C1(C(F)(F)F)N=C(N(C)C)OC(N(C)C)=N1	-9%	-2%	0.2%	i	-12%	18%	-1%	-7.8%	-0.1%
O=C(CSCc1c(Cl)cccc1Cl)NCc1ccccn1	6%	-4%	3.9%	i	-4%	6%	14%	-4.0%	-0.1%
Clc1ccc2c(N/N=C/c3ccc(Br)cc3)ccnc2c1	9%	-5%	-1.3%	i	-10%	9%	-67%	-6.5%	-0.5%
CN(C(=O)CCCN1C(=O)c2cccc3cccc(c23)C1=O)c1ccccc1	-2%	4%	-2.8%	i	6%	-13%	-7%	-10%	-0.7%
CCc1ccc(CNC(=O)CCc2nnc(CCc3ccc(OC)cc3)o2)nc1	13%	-2%	-0.3%	i	-1%	1%	5%	-5.9%	-0.2%
CCN(C(=O)COC(=O)c1c(-c2ccccc2)noc1C)C1CCS(=O)(=O)C1 (stereo unspecified)	-2%	-6%	-3.0%	i	2%	5%	2%	-6.8%	0.0%
CCc1cccc(CC)c1NC(=S)N1CCn2cccc2C1c1cccnc1 (stereo unspecified)	-2%	0%	1.8%	i	7%	6%	17%	-13%	-0.3%
NC(=O)COC(=O)c1cc(Cl)cc(Cl)c1N	4%	6%	2.6%	i	2%	-36%	1%	-2.3%	-0.1%
O=C(NCc1ccc(F)cc1)c1cnc(-c2ccccn2)nc1C(F)(F)F	9%	0%	-1.6%	i	-7%	3%	4%	-7.3%	-0.6%
N=c1sccn1CC(=O)Nc1ccc2c(c1)CCC2	-3%	3%	-5.1%	i	6%	1%	13%	-5.3%	0.4%
COc1cc(S(=O)(=O)N2CCCCC2)ccc1NC(=O)Cc1ccccc1	1%	0%	-1.4%	i	-2%	-4%	4%	-1.7%	0.4%
CNC(=O)CN(c1cccc(Br)c1)S(C)(=O)=O	6%	-1%	.	i	-1%	2%	-1%	-4.3%	-0.3%
Cc1ccc(C)c(NS(=O)(=O)c2cc(C(=O)NCCC3=CCCCC3)ccc2C)c1	3%	9%	-2.7%	i	-5%	11%	14%	2.7%	-1.0%
CN(C)c1ccc(N2C(=O)CSC2=S)cc1	1%	42%	-0.2%	i	?	0%	41%	-7.0%	0.5%
CCOC(=O)c1sc(NS(=O)(=O)c2ccc(F)cc2)nc1C	.	14%	1.1%	i	.	.	6%	-2.8%	2.5%
Nc1nc(N)c2sc3nc(C(F)(F)F)cc(C(F)(F)F)c3c2n1	11%	1%	-0.9%	i	-5%	10%	6%	-8.3%	0.2%
COc1ccc(N2C(=O)C(OC(C)=O)C2c2ccc(C)cc2)cc1 (stereo unspecified)	-6%	7%	-0.6%	i	1%	-5%	-16%	0.8%	-0.1%
c1ccc(-n2ncc3c(NCCN4CCOCC4)ncnc32)cc1	0%	4%	-0.9%	i	13%	2%	20%	-8.0%	0.3%
Cc1cccc(C)c1NC(=O)C1c2ccccc2Oc2ccccc21	-4%	25%	-2.6%	.	16%	-8%	-5%	-1.1%	.
CC1CCN(S(=O)(=O)c2ccc(NC(=O)CN3CCCC(C)C3)cc2)CC1 (stereo unspecified)	6%	1%	-0.5%	i	0%	14%	1%	-1.5%	-1.2%
Cc1cc(C(=O)COC(=O)c2ccncc2)c(C)n1Cc1ccco1	11%	-5%	-1.4%	i	6%	10%	1%	-12%	0.0%
Cn1nccc1NC(=O)Nc1cccc(Cl)c1	7%	12%	.	i	8%	2%	.	.	0.5%
CN1C(=O)C(O)(CC(=O)/C=C/c2ccco2)c2cc(Br)ccc21 (stereo unspecified)	7%	6%	-2.1%	i	-8%	7%	20%	-6.3%	1.3%

(cont.)
SMILES	P. falciparum M1AAP	SIAH1 antagonists	ER stress rescue	Yfh1-depleted yeast	PhoP inhibition	P. falciparum M17LAP	PMI inhibition	XIAP antagonists	West Nile virus CPE
Cc1cccn2c(=O)c(C=O)c(N3CCSCC3)nc12	7%	2%	.	i	0%	1%	.	.	0.3%
COc1ccc(NS(=O)(=O)c2cc(NC(=O)c3ccc(C)s3)ccc2N2CCOCC2)cc1	-2%	-5%	.	i	-7%	-2%	.	.	-1.0%
CC1(C)Cc2c(C#N)c(N)sc(=S)c2CS1	9%	7%	0.5%	i	-9%	1%	-11%	-0.6%	-0.1%
COc1ccc(Cc2noc(CN(C)CC3CCN(Cc4ccccc4)CC3)n2)cc1OC	-1%	2%	.	i	1%	-5%	.	.	-0.6%
CCCn1c(SCC(=O)Nc2c(C)cccc2CC)nnc1C(C)C	5%	-3%	-4.5%	i	-3%	4%	-4%	-3.5%	0.3%
Cc1ccc(CN2CCSc3ccc(C(=O)NCc4cccnc4)cc32)cc1	5%	-6%	-2.2%	i	3%	-4%	15%	-4.7%	-0.9%
CCOc1ccc(CN(C)CC(=O)NNC(=O)c2ccc(Cl)cc2)cc1OC	3%	-2%	-0.8%	i	6%	-4%	3%	-4.0%	-0.3%
Cc1ccc(C)c(S(=O)(=O)Nc2ccc(S(=O)(=O)Nc3onc(C)c3C)cc2)c1	4%	2%	4.0%	i	-11%	-57%	0%	-9.3%	-0.1%
CC1C/C(=C\c2cccnc2)C(=O)/C(=C/c2cccnc2)C1 (stereo unspecified)	5%	0%	2.6%	i	-5%	-1%	2%	-7.8%	-2.2%
COC(=O)C1=C(NC(=O)COc2ccc(Cl)cc2Cl)CCS1	0%	7%	0.0%	i	9%	50%	-15%	-7.2%	-0.4%
CCOC(=O)c1c(CS(=O)(=O)c2ccccc2)n(C)c2cc(Br)c(O)c(CN(C)C)c12	6%	-10%	-1.4%	i	3%	-4%	43%	-4.3%	-0.6%

Screening data as filed in PubChem.
